Bioassay records as filed in PubChem.
Pol beta inh: inhibitors of human DNA polymerase beta | P06746 | 1.3% of 340,000 active | Potency, µM (series often up to 114 µM), without a hit: at the top dose activity change, negative = inhibition, most hits filed as inhibitors | Pol beta primer extension/strand displacement, fluorescence kinetic; further: on the % scale 0 is the no-effect control and ±100 the full control effect
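Values derive from four-parameter Hill fits of normalized kinetic data: reads at 0 and 10 min following addition of 50 nM substrate to 10 nM Pol beta preincubated 15 min with compound.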
JMJD2A Tudor inh: inhibitors of human JMJD2A Tudor domain; O75164; AlphaScreen JMJD2A-Tudor / H3K4me3 peptide binding; Potency, µM (highest dose often 114 µM), inactives show at the highest dose activity change, negative = inhibition, hits mostly inhibitors; 4.4% of 390,000 active; AID 504339; further: on the % scale 0 is the no-effect control and ±100 the full control effect; nearly all actives have a fitted effect of over 50% in size
POLI inh: inhibitors of human DNA polymerase iota. Potency, µM (doses to about 115 µM), inactives show top-dose activity, negative = inhibition, usual class: inhibitors. Pol iota fluorescent replication assay, 10 min. 1% of 390,000 active
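Fluorescent replication assay read twice, at 0 min and 10 min after adding 50 nM (final) substrate. Enzyme (10 nM) and compounds were first incubated 15 min at room temperature; enzyme-free buffer wells were negative controls.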
Pol kappa inh: inhibitors of human DNA polymerase kappa. Q9UBT6. purified Pol kappa, fluorescent DNA synthesis assay, 10 min. Potency, µM (highest dose often 107 µM), without a hit: top-dose activity, negative = inhibition, usual class: inhibitors. 0.53% of 400,000 active; further: on the % scale 0 is the no-effect control and ±100 the full control effect
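Inhibition of 10 nM Pol kappa is measured by a fluorescent read-out at 0 and 10 min following addition of 50 nM substrate (final), with a 15-min room-temperature compound preincubation.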
APE1 inh: blocks human APE1 abasic DNA cleavage; Potency, µM (titrated, usually from 65.8 µM), for the others: top-dose activity change, negative = inhibition, most hits filed as inhibitors; AID 2517; recombinant APE1, TAMRA/BHQ-2 abasic DNA cleavage fluorescence; P27695; 0.35% of 350,000 active;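 further: plate controls were vehicle for no effect and reference inhibitor for full effect; nearly all actives have a fitted effect of over 55% in size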
Target sequence (P27695 whole entry, looked up): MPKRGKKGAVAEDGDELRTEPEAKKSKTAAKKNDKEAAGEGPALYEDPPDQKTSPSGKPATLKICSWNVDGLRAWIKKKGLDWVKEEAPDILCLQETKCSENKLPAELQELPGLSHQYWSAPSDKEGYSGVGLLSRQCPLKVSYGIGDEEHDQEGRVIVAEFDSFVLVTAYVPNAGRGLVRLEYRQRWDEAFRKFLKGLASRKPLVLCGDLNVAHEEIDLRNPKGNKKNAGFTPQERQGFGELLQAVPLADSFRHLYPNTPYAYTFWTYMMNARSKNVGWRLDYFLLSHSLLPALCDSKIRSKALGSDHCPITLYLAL
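Endonuclease cleavage of a quenched abasic-site DNA duplex (50 nM) by APE1 (0.75 nM) was tracked by TAMRA dequenching. Compounds were preincubated with enzyme 15 min at room temperature; data normalized to buffer-only and DMSO wells plus NSC13755 control.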
BLM inh: blocks DNA unwinding by human BLM helicase; 0.2% of 350,000 active; recombinant BLM DNA unwinding, fluorescence dequenching; Potency, µM (titrated, usually from 56.1 µM), inactives show top-dose activity change, negative = inhibition, actives largely listed as inhibitors; P54132;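 further: plate controls were vehicle for no effect and no enzyme for full effect; nearly all actives have a fitted effect of over 35% in size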
POLH inh: inhibitors of human DNA polymerase eta; recombinant Pol eta, fluorescent DNA replication assay; Potency, µM (highest dose often 114 µM), without a hit: top-dose activity change, negative = inhibition, most hits filed as inhibitors; 1.2% of 390,000 active; AID 588591; further: on the % scale 0 is the no-effect control and ±100 the full control effect
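Pol eta (10 nM) was preincubated with compounds for 15 min at room temperature, after which fluorescent replication substrate (50 nM final) was added to start the reaction. Fluorescence was read kinetically at 0 and 10 min.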
BAZ2B inh: blocks human BAZ2B; Q9UIF8; AlphaScreen BAZ2B-H3K14Ac peptide displacement; Potency, µM (top dose mostly 114 µM), for the others: at the top dose activity change, negative = inhibition, actives largely listed as inhibitors; 4.4% of 360,000 active; further: on the % scale 0 is the no-effect control and ±100 the full control effect; nearly all actives have a fitted effect of over 60% in size
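AlphaScreen displacement of biotin-H3(5-23)K14Ac peptide (50 nM final) from BAZ2B (50 nM final) in PBS pH 7.4, 0.01% Tween-20; complex preformed 30 min RT, then compounds (top 110 uM) 30 min RT, beads 20 min dark.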
G9a inh: G9a (human) methyltransferase inhibition; Q96KQ7; G9a H3K9 monomethylation, AlphaScreen, 2 h; Potency, µM (series often up to 102 µM), for the others: at the top dose activity, negative = inhibition, actives largely listed as inhibitors; 8.8% of 350,000 active; AID 504332; further: on the % scale 0 is the no-effect control and ±100 the full control effect; nearly all actives have a fitted effect of over 75% in size
Target sequence (Q96KQ7 913-1193 limits assumed): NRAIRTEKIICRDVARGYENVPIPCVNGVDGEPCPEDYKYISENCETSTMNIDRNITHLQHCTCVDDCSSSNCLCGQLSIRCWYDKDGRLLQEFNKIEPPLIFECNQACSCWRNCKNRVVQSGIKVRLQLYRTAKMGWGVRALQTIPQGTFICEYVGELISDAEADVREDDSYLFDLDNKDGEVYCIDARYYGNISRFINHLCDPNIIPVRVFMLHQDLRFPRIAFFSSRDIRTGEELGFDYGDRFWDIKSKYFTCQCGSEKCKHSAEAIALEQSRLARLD
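Enzyme 20 nM + cpd, 15 min RT; add b-H3K9 pep 500 nM / SAM 20 uM; 2 h RT; anti-H3K9me1 Ab 0.5 ug/mL + SA donor / anti-rabbit acceptor beads 20 ug/mL each, 10 min; AlphaScreen read.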
An asterisk follows results filed as active; ? = inconclusive; . = not tested or not shown; & = joins results of further samples; ! = repeats disagree; [ ] = remark or other dose. The call rests on the fitted dose curve; in most records, active means well fitted curve in the direction sought with a large enough effect; inconclusive means small, poorly fitted or top-dose-only effect, or another doubt; inactive means no such curve, though single readings can be large; an effect the other way counts as inactive or inconclusive. Potency means the concentration at half of the fitted maximal effect. The list is partial; rates above refer to the full screens.

1: COc1ccc(CNC(=O)c2coc(=O)c3ccccc23)cc1
2: CCN(CC)S(=O)(=O)c1ccc2c(c1)N(CC(=O)Nc1ccc(F)cc1)C(=O)CO2
3: CC(=O)Nc1ccc(S(=O)(=O)N2CCC(c3nnc(-c4ccc(C)cc4)o3)CC2)cc1
4: Oc1ccc(NC(=S)N=Nc2c(O)[nH]c3ccccc23)cc1
5: COc1cccc(NC(=O)Nc2ccncc2)c1
6: Cc1cc(-c2ccccc2)nc(N/N=C/c2ccc([N+](=O)[O-])cc2)n1
7: Cc1ccc(-c2nc(CCNC(=O)C(=O)Nc3ccc(C)c(Cl)c3)cs2)cc1
8: CCC(=O)Nc1cccc(Br)c1

screen / no.	1	2	3	4	5	6	7	8
Pol beta inh	4%	25%	2%&10%	2%	2%	-11%	-11%	2%
JMJD2A Tudor inh	-8%	-14%	-13%&-11%	?	-9%	-14%	-4%	7%
POLI inh	-14%	-11%	12%&18%	74%[activator]	3%	-10%	21%	5%
Pol kappa inh	0%	-8%	0%&0%	-6%	1%[60.1 µM]	-11%	-2%[60.1 µM]	-6%
APE1 inh	3%	.	5%	-3%	3%	?	.	-4%
BLM inh	-4%	-2%	-1%&-5%	-9%	-1%	1%	1%	-6%
POLH inh	-6%	.	-11%&-18%	-5%	-12%	-12%	-10%	-14%
BAZ2B inh	-1%	-4%	0%&-20%	-15%	31%	-14%	-1%	0%
G9a inh	6%	-34%[59 µM]	28µM*	50µM*	15%	12%[59 µM]	5%[59 µM]	-5%

9: CC(C)c1ccc(S(=O)(=O)N2CCCCC2)cc1
10: Cc1ccc(-c2nn(Cc3ccccc3)cc2C(=O)N2CCN(c3ccccn3)CC2)cc1
11: CCCCNS(=O)(=O)c1ccc2nc(-c3cccnc3)cc(C(=O)NCCCOCC)c2c1
12: Cn1c(SCC(=O)c2ccc3c(c2)NC(=O)CO3)nc2ccccc21
13: COc1ccccc1OCC(=O)N/N=C/c1c(O)ccc2ccccc12
14: C/C(N)=C(/C#N)C(=O)CSc1nnc(-c2ccccc2Br)o1
15: Cc1ccc(C)c(-n2nnnc2SCC(=O)NCCC2=CCCCC2)c1
16: CCCC/C(O)=C1\C(=O)CCCC1=NCCc1c(C)[nH]c2ccccc12

screen / no.	9	10	11	12	13	14	15	16
Pol beta inh	12%	.	45µM*	10%	2%	?	-25%	-30%
JMJD2A Tudor inh	35%	-29%	10%	-9%	.	-16%	7%	-2%[11.4 µM]
POLI inh	26%	16%	-15%	7%	.	?	-2%	13%
Pol kappa inh	3%	5%	-4%[60.1 µM]	3%	.	-8%	-17%	-12%
APE1 inh	8%	22%	-2%	-7%	30%	4%	-6%	-1%
BLM inh	-5%	.	-2%&-3%	-3%	-6%	-7%	-7%	-4%
POLH inh	-10%	-13%	-17%	-16%	.	?	-12%	?
BAZ2B inh	.	-35%	-4%&1%	-14%	15%	-25%	11%	?
G9a inh	40%[activator]	-34%[12.7 µM]	-5%	-22%	93%[activator]	-26%[59 µM]	11%[59 µM]	?

17: CC1=Nc2cc(C(=O)O)ccc2Sc2ccc(C)cc21
18: C=CCNC(=O)c1cc(Cl)ccn1
19: Cc1c(C#N)c2ncn(Cc3ccccc3)c(=O)c2n1-c1ccccc1
20: Cc1ccc(/C=C/C(=O)NC(=S)Nc2ccc(S(=O)(=O)Nc3cc(C)on3)cc2)cc1
21: COCCN(Cc1cc2cc3c(cc2nc1Cl)OCO3)C(=O)Nc1ccccc1OC
22: O=S(=O)(Nc1ccc2c(c1)OCO2)c1ccc(Cl)cc1F
23: O=C(O)c1cc(-c2ccc(/C=N/N3C(=O)C4C5C=CC(C6CC56)C4C3=O)o2)ccc1Cl (stereo unspecified)
24: Cn1cccc1CC(=O)N/N=C\c1cccs1

screen / no.	17	18	19	20	21	22	23	24
Pol beta inh	30%	-25%	-1%	-15%	23%	.	40µM*	-6%
JMJD2A Tudor inh	-7%	-14%	-7%	-18%	-10%	-28%	-8%[11.4 µM]	-22%
POLI inh	4%	25%	4%	?	5%	41%[activator]	34%[activator]	1%
Pol kappa inh	-1%	-6%	-9%	3%	3%	-21%	-8%	-18%
APE1 inh	-4%	-4%	-3%	20%[12.4 µM]	-2%	12%	?	-2%
BLM inh	0%	-6%	-2%	-2%	1%	.	-3%	-4%
POLH inh	-8%	-5%	-7%	-21%	-4%	-24%	?	0%
BAZ2B inh	.	-27%	2%	-13%	-2%	-4%	79µM*	50µM*
G9a inh	-49%	2%	9%	2%[59 µM]	-33%	3%[2.33 µM]	45µM*	.

Single entries from above.
Value of no. 17 in APE1 inh: -4%
Value of no. 22 in G9a inh: 3%[2.33 µM]
Value of no. 18 in APE1 inh: -4%
Value of no. 19 in G9a inh: 9%

(cont.)
25: CCc1cc2c(=O)c(-c3nc4ccccc4[nH]3)coc2c(CN2CCCCC2)c1O
26: CCC1CN(C(=O)N2CCC(C(=O)NCCCc3ccccc3)CC2)c2cc(C)ccc2O1 (stereo unspecified)
27: Cc1cc(C)cc(OCC(=O)O/N=C(\N)c2ccccn2)c1
28: O=C(CN1CCN(S(=O)(=O)c2ccc(F)cc2)CC1)c1ccc(O)c(O)c1
29: CC1(C)COC(c2cccc([N+](=O)[O-])c2)OC1
30: COc1cccc2c1Oc1ncccc1N(C(=O)CCC(=O)NCc1ccc(C)cc1)C2
31: CC(C)n1c(SCC(=O)Nc2ccc(F)cc2)nnc1C1CC1
32: Cc1cc(NC(=O)c2ccc3c(c2)C(=O)N(Cc2cccnc2)C3=O)no1

screen / no.	25	26	27	28	29	30	31	32
Pol beta inh	-3%	-24%	-28%	-30%	.	-2%&12%	35%	4%
JMJD2A Tudor inh	-22%	?	3%	?	-3%	9%&-13%	-13%	-9%
POLI inh	-5%	1%	4%	51%[activator]	13%	?	-8%	-24%
Pol kappa inh	-4%	-13%	2%	-12%	8%	-5%&-11%	-9%	-16%
APE1 inh	1%	.	-1%	4µM*	.	32%[activator]	18%	1%
BLM inh	1%	-6%	-1%	2%	.	1%&5%	-6%	-3%
POLH inh	?	-10%	1%	-6%	-2%	-11%&3%	-6%	6%
BAZ2B inh	79µM*	?	-25%	?	.	-6%	-10%	34%[activator]
G9a inh	?	?	?	20µM*	.	5.6µM*!	-1%	-46%[12.7 µM]

33: Cc1ccc(NC(=O)COc2ccc(/C=N\NC(=O)c3cccnc3)cc2)cc1C
34: COc1ccc(CNC(=O)CSc2n[nH]c(N)n2)cc1OC
35: CC1CCCCN1CC(O)COc1ccc(OCC(O)CN2CCCCC2C)cc1 (stereo unspecified)
36: COc1cccc(Nc2ccc(Nc3cccc(OC)c3)nn2)c1
37: Cc1ccc2c(c1)CCCN2C(=O)CSc1ccccc1
38: COc1ccc(/C=C/C(=O)O)cc1S(=O)(=O)NCC1CCCO1 (stereo unspecified)
39: CCOc1ccc(NC(=O)CCC(=O)NNC(=O)c2cccc([N+](=O)[O-])c2)cc1
40: CCc1cccc(NC(=O)CCCn2nc(CC)n3c(cc4occc43)c2=O)c1

screen / no.	33	34	35	36	37	38	39	40
Pol beta inh	0%	8%	11%	6%	28%	1%	.	28%
JMJD2A Tudor inh	-28%	-8%	-7%	?	20%	-8%	-7%	13%
POLI inh	22µM*	65%[activator]	76%[activator]	2%	-2%	-12%	15%	14%
Pol kappa inh	?	6%	-8%	-22%	-11%	-11%	-5%	0%
APE1 inh	?	75%[activator]	7%	1%	-6%	-7%	-12%	13%
BLM inh	-23%	-2%	-1%	-9%	-5%	-6%	.	-3%
POLH inh	?	0%	-1%	-24%	-11%	-9%	-6%	-1%
BAZ2B inh	56µM*	2%	4%	?	27%	-8%	.	-29%
G9a inh	10%[0.501 µM]	79µM*	.	?	98%[activator]	-3%	.	-9%[59 µM]

41: CCCn1c(C)cc(C(=O)CN2C(=O)c3cccc(N)c3C2=O)c1C
42: Cc1cc(C)cc(OCCCOc2cccc3cccnc23)c1
43: Cc1cc2cc(C)c3nnc(SCC(=O)Nc4ccc(S(=O)(=O)N5CCCCC5)cc4)n3c2cc1C
44: Cc1cc(C)n2nc(SCc3ccc(F)cc3Cl)nc2n1
45: CN(c1cccc(NC(=O)c2ccccc2N(Cc2ccccc2)S(C)(=O)=O)c1)S(C)(=O)=O
46: O=C(CCC1CCCN(C(=O)Cc2cccc(F)c2)C1)N1CCN(c2ccccn2)CC1 (stereo unspecified)
47: COc1ccc(OC)c(S(=O)(=O)N2CCN(C(=O)c3ccco3)CC2)c1
48: CCOC(=O)CCNC(=O)N1CCCC(C(=O)c2ccccc2SC)C1 (stereo unspecified)

screen / no.	41	42	43	44	45	46	47	48
Pol beta inh	29%	20%	9%	-2%	43%	0%	-19%	45%
JMJD2A Tudor inh	-10%	13%[11.4 µM]	-13%	-14%	1%	0%[57.1 µM]	-18%	-9%
POLI inh	33%[activator]	?	-16%	0%	26%	83%[activator]	13%	8%
Pol kappa inh	-7%	-18%	-14%	0%	-2%	6%	-6%	-15%
APE1 inh	0%	6%	-3%	5%	1%	13%	-9%	-4%
BLM inh	-2%	-10%	-5%	-2%	4%	9%	2%	-1%
POLH inh	0%	?	-8%	0%	-22%	-5%	-15%	-1%
BAZ2B inh	7%	7%	7%	9%	10%	9%	13%	1%
G9a inh	9%[12.7 µM]	2%[59 µM]	21%[59 µM]	-12%[2.33 µM]	-5%[0.501 µM]	10%	.	8%

Entries of single compounds from above. Order of values: Pol beta inh, JMJD2A Tudor inh, POLI inh, Pol kappa inh, APE1 inh, BLM inh, POLH inh, BAZ2B inh, G9a inh
COc1ccc(OC)c(S(=O)(=O)N2CCN(C(=O)c3ccco3)CC2)c1 as listed: -19%, -18%, 13%, -6%, -9%, 2%, -15%, 13%, .
Cc1cc(C)n2nc(SCc3ccc(F)cc3Cl)nc2n1 as listed: -2%, -14%, 0%, 0%, 5%, -2%, 0%, 9%, -12%[2.33 µM]
CCCn1c(C)cc(C(=O)CN2C(=O)c3cccc(N)c3C2=O)c1C as listed: 29%, -10%, 33%[activator], -7%, 0%, -2%, 0%, 7%, 9%[12.7 µM]
CCOC(=O)CCNC(=O)N1CCCC(C(=O)c2ccccc2SC)C1 (stereo unspecified) as listed: 45%, -9%, 8%, -15%, -4%, -1%, -1%, 1%, 8%
Cc1cc2cc(C)c3nnc(SCC(=O)Nc4ccc(S(=O)(=O)N5CCCCC5)cc4)n3c2cc1C as listed: 9%, -13%, -16%, -14%, -3%, -5%, -8%, 7%, 21%[59 µM]
